Abeta rescue: qHTS for compounds that reverse cellular toxicity of Amyloid beta (A-beta) peptide in yeast: Primary Screen; yeast expressing A-beta42, growth rescue, OD600, 48 h; response scale: 0% DMSO, 100% iron-clioquinol control; Potency, µM (doses to about 46.1 µM), without a hit: at the highest dose growth rescue, usual class: activators; 0.063% of 410,000 active; AID 1347071, 2019; further: potency means the concentration at half of the fitted maximal effect; nearly all actives have a fitted effect of over 55% in size
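Yeast growth medium received pinned compounds, then yeast cells expressing toxic A-beta were added; plates incubated at 30 C for 48 hr. Growth read as absorbance at 600 nm, normalized to DMSO and equimolar FeCl3 plus clioquinol controls.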
WRN helicase inh: qHTS for Inhibitors of WRN Helicase | Bifunctional 3'-5' exonuclease/ATP-dependent helicase WRN (Homo sapiens), Q14191 | WRN helicase unwinding, fluorescent forked duplex, kinetic | Potency, µM (series often up to 114 µM), for the others: at the highest dose activity change, negative = inhibition, most hits filed as inhibitors | 0.46% of 360,000 active; further: potency means the concentration at half of the fitted maximal effect; on the % scale 0 is the no-effect control and ±100 the full control effect; nearly all actives have a fitted effect of over 55% in size
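Screening of the MLSMR collection measured strand separation of a quenched forked DNA duplex (100 nM) by 20 nM WRN with 2 mM ATP, all final. Compounds were preincubated with enzyme 15 min at room temperature.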
EPAC1 ag: qHTS for Agonist of cAMP-regulated guanine nucleotide exchange factor 3 (EPAC1): primary screen. Potency, µM (titrated, usually from 154 µM), without a hit: at the highest dose activation, actives largely listed as activators. 0.073% of 360,000 active. Rap guanine nucleotide exchange factor 3 (Homo sapiens), O95398. EPAC1 agonist qHTS, biochemical assay; response scale: 100% = response to 6.5 mM cAMP; further: potency means the concentration at half of the fitted maximal effect; nearly all actives have a fitted effect of over 60% in size
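Fluorescent GDP-exchange assay: 100 nM EPAC1 with 250 nM Rap1B preloaded with BODIPY-GDP and 50 uM GDP; compounds tested as concentration series, 5 min at room temperature, then read every 5 min for 30 min (ex 480/em 540 nm); normalized to 6.5 mM cAMP.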
FUS suppressor: qHTS for Suppressors of FUS Proteinopathy: Primary screen using FUS-linked yeast assay; S. cerevisiae FUS-expressing, growth rescue, OD600, 24 h; Potency, µM (doses to about 76.6 µM), for inactives: at the highest dose growth rescue (activation), most hits filed as activators; 0.24% of 390,000 active;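 further: potency means the concentration at half of the fitted maximal effect; plate controls were DMSO vehicle for no effect and reference control for full effect; nearly all actives have a fitted effect of over 55% in size; some results filed as inactive show a strong effect at the top dose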
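Quantitative HTS measuring growth restoration of FUS-toxic yeast. Galactose-induced cells (OD 0.005) were exposed 24hr at 30C to compounds at several concentrations, then absorbance at 600 nm was recorded.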
aSyn rescue: qHTS of alpha-syn Inhibitors | Yeast expressing alpha-synuclein, growth rescue, BacTiter-Glo, 24 h | Potency, µM (titrated, usually from 46.1 µM), without a hit: at the top dose growth rescue (activation), usual class: activators | 0.14% of 370,000 active; further: potency means the concentration at half of the fitted maximal effect; % of control where 0% means no effect; nearly all actives have a fitted effect of over 65% in size
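Readout is rescue of growth in alpha-synuclein-expressing yeast, so inhibitors of toxicity appear as activators. Growth after 24 hr at 30 deg C in galactose medium is quantified by luminescence.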
IL-2 act: qHTS of IL-2 Activators; IL-2 activation reporter assay, cell-based qHTS; stimulated with anti-CD3/CD4/CD28 beads; in transgenic mouse T cells; activation, % (series mostly up to about 46 µM); 0.065% of 360,000 active; in the data active means activation above about 50%; inconclusive means mostly about 30% to 49%; further: 0% is about no effect
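EGFP and DsRed fluorescence is measured by plate cytometry in unstimulated transgenic mouse T cells exposed to compound for 60 minutes, then stimulated 18 hours at 37 degrees C with anti-CD3/anti-CD4 beads plus anti-CD28.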
PLK1 PBD inh: qHTS for Inhibitors of PLK1-PDB (polo-like kinase 1 - polo-box domain): Primary Screen. Serine/threonine-protein kinase PLK1 (Homo sapiens), P53350. Plk1 PBD binding of FITC phosphopeptide, fluorescence polarization. Potency, µM, without a hit: max response, negative = inhibition, actives largely listed as inhibitors. 2.8% of 360,000 active. AID 720504, 2013; further: potency means the concentration at half of the fitted maximal effect; series mostly up to about 57 µM; on the % scale 0 is the no-effect control and ±100 the full control effect; nearly all actives have a fitted effect of over 65% in size
Target sequence (P53350 whole entry, looked up, the tested form may be a part): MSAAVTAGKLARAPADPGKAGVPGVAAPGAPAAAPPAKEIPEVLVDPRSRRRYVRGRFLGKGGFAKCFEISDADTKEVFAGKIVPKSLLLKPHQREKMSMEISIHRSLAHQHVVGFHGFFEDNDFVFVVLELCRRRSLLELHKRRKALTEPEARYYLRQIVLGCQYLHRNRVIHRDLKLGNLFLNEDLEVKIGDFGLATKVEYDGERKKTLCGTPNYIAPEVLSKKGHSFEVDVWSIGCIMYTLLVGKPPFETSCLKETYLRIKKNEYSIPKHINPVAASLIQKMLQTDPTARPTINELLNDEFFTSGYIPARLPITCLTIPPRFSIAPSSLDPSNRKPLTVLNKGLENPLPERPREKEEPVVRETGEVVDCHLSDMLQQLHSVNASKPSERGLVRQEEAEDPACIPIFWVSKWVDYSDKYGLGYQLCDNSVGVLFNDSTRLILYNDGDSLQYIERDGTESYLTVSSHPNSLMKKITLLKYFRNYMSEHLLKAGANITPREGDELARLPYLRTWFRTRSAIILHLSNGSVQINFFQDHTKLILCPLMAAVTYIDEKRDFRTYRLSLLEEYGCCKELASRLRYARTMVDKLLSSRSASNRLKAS
EPAC1 antag: qHTS for Antagonist of cAMP-regulated guanine nucleotide exchange factor 3 (EPAC1): primary screen; Rap guanine nucleotide exchange factor 3 (Homo sapiens), O95398; 0.14% of 360,000 active; EPAC1 GEF assay, Rap1b-BODIPY-GDP exchange fluorescence; Potency, µM (highest dose often 115 µM), for the others: top-dose activity change, negative = inhibition, most hits filed as inhibitors; AID 720709, 2013;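 further: potency means the concentration at half of the fitted maximal effect; plate controls were vehicle for no effect and positive control for full effect; nearly all actives have a fitted effect of over 50% in size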
PI5P4K alpha inh: qHTS for Inhibitors of phosphatidylinositol 5-phosphate 4-kinase (PI5P4K); PI5P4Kalpha enzyme, ADP-Glo luminescence, 60 min; active compounds read low; max response, %; 1.2% of 330,000 active; active means max response of -50% or lower; inconclusive means between -30% and -50%; inactive means -30% or higher; further: value at the top dose of about 77 µM; on the % scale 0 is the no-effect control and ±100 the full control effect
Target sequence (P48426 whole entry, looked up): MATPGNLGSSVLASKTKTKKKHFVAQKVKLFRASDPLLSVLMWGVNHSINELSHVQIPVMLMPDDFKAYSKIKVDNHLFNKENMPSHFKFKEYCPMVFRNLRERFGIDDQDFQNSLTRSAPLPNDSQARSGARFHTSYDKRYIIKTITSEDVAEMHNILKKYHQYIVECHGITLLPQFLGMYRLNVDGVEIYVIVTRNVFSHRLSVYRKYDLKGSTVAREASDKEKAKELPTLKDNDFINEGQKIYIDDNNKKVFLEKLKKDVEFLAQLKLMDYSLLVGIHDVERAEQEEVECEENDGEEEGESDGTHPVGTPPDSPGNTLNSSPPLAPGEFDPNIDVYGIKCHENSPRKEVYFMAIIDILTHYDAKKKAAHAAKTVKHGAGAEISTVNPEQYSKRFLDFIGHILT
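Luminescence from ADP-Glo served as readout of PI5P4Kalpha activity in a qHTS format. Reaction: enzyme, substrate, compound, ATP at 5 microM final, 60 min at RT.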
Starred values were filed as active, the others as inactive; ? = inconclusive; . = no result given; [ ] = dose if it differs, or a comment. Unless noted, the call rests on the fitted dose curve; in most records, active means well fitted curve in the direction sought with a large enough effect; inconclusive means small, poorly fitted or top-dose-only effect, or another doubt; inactive means no such curve, though single readings can be large; an effect the other way counts as inactive or inconclusive. This is a random part of the collection; about 4.1% have a hit in one of these screens.

compound	Abeta rescue	WRN helicase inh	EPAC1 ag	FUS suppressor	aSyn rescue	IL-2 act	PLK1 PBD inh	EPAC1 antag	PI5P4K alpha inh
COc1ccc(-c2csc(NC(=O)C3CCN(c4ncnc5sc(C)c(C)c45)CC3)n2)cc1OC	-7%	-10%	20%	11%	5%	-6.1	-1%	-21%	-5
Cc1ccc(CNC(=O)COC(=O)Cn2nc(C)c([N+](=O)[O-])c2C)cc1	3%	0%	-10%	-8%	4%	-2.8	-2%	-6%	-3
CCOC(=O)CCP(=O)(O)C(O)c1ccccc1 (stereo not drawn)	-6%	5%[57.1 µM]	5%	-15%	-2%	-0.8	24µM*	10%	-10
Cc1ccc(C(=S)N2CCN(Cc3ccccc3)CC2)cc1	3%	-24%	9%	11%	-3%	-2.9	8.4µM*	14%	-20
COc1ccc(F)cc1-c1nc(N)nc(N)n1	-8%	7%	-5%	-17%	-4%	-0.6	-5%	5%	3
O=C(c1ccco1)N1CCN(CC(O)COc2ccc3oc4ccccc4c3c2)CC1 (stereo not drawn)	-2%	-7%	7%	8%	-1%	-1.5	0%	-3%	.
Cc1ncc([N+](=O)[O-])n1CCOC(=O)NC(NCc1ccccc1)C(Cl)(Cl)Cl (stereo not drawn)	5%	3%	-12%	13%	1%	0.0	-4%	-21%	-1
O=C(Nc1ccccc1Cl)c1cc(C2CCCN(C(=O)c3ccc4c(c3)CCO4)C2)on1 (stereo not drawn)	1%	-3%	7%	?	28%	-1.0	-2%	-8%	2
CCc1nn(CC(=O)NCCCN(C)Cc2ccccc2)c(=O)c2cc3sc(C)cc3n12	10%	2%	1%	0%	6%	-3.2	-8%	6%	0
Cc1ccc(NC(=O)Cc2nnc(SCC(=O)Nc3nncs3)n2C)cc1	-18%	0%	5%	-3%	-4%	0.0	-4%	3%	1
C=CCNc1nc(NCCOC)c2sc(-c3ccccc3)cc2n1	4%	0%	-8%	2%	-18%	-0.6	0%	-6%	0
COCCN=C1NC(=O)C(CC(=O)Nc2cccc(Cl)c2C)S1 (stereo not drawn)	9%	-8%	5%	-4%	-5%	-0.6	-4%	-7%	0
CCCCNC(=S)N/N=C/C1=CCC2CC1C2(C)C (stereo not drawn)	?	?	-1%	23%	-10%	-1.1	-6%	-9%	11
CCOC(=O)C1=C(O)CSC1=Nc1cccc(Cl)c1	23%	-3%	9%	12%	3%	1.0	-6%	-5%	8
COc1ccc(CCNC(=O)Cn2c(=O)c3cccn3c3cccnc32)c(OC)c1OC	.	-2%	-7%	17%	-4%	1.7	-6%	-4%	-5
CC1(C(=O)NS(=O)(=O)C2CC2)CCCN(C(=O)c2cccc(C(F)(F)F)c2)C1 (stereo not drawn)	-11%	5%[57.1 µM]	-3%	-17%	0%	-0.6	-5%	4%	8

Three entries from above, sorted by count of non-hydrogen atoms, low to high.
compound	Abeta rescue	WRN helicase inh	EPAC1 ag	FUS suppressor	aSyn rescue	IL-2 act	PLK1 PBD inh	EPAC1 antag	PI5P4K alpha inh
COCCN=C1NC(=O)C(CC(=O)Nc2cccc(Cl)c2C)S1 (stereo not drawn)	9%	-8%	5%	-4%	-5%	-0.6	-4%	-7%	0
Cc1ccc(NC(=O)Cc2nnc(SCC(=O)Nc3nncs3)n2C)cc1	-18%	0%	5%	-3%	-4%	0.0	-4%	3%	1
COc1ccc(CCNC(=O)Cn2c(=O)c3cccn3c3cccnc32)c(OC)c1OC	.	-2%	-7%	17%	-4%	1.7	-6%	-4%	-5

(continued)
compound	Abeta rescue	WRN helicase inh	EPAC1 ag	FUS suppressor	aSyn rescue	IL-2 act	PLK1 PBD inh	EPAC1 antag	PI5P4K alpha inh
CCOC(=O)Cc1cc(=O)[nH]c(=O)[nH]1	-6%	2%	-2%	-8%	-9%	-1.7	-6%	-5%	-9
Cc1ccc(C(O)CN2C3=NCCCN3c3ccccc32)cc1 (stereo not drawn)	-5%	-2%	9%	-13%	-1%	-1.8	2%	9%	.
CC1=C(C(=O)OCCBr)C(c2cccc3ccccc23)NC(=O)N1 (stereo not drawn)	-13%	-6%[57.1 µM]	8%	-4%	0%	0.3	-24%	-7%	1
COc1ccc(C(=O)N(C)C(C)c2ccon2)cc1OC1CCN(C(C)C)CC1 (stereo not drawn)	-16%	4%	-15%	5%	4%	0.5	4%	-2%	1
CCCC1=NN(C(=O)C(=O)Nc2ccc(Br)cc2)C(O)(C(F)(F)F)C1 (stereo not drawn)	13%	-4%	2%	5%	7%	-3.7	2%	9%	-2
Cc1cccc(OCC(=O)Nc2ccc3oc(=O)ccc3c2)c1	?	1%	7%	7%	-12%	4.7	-3%	-3%	-3
Cc1cc(-c2nnc(SCC(=O)Nc3nc(-c4ccc(Cl)cc4)cs3)o2)no1	-7%	-11%	10%	33%	8%	-0.2	-26%	-12%	?
Nc1nc2ccccc2cc1C(=O)NCCCCc1ccccc1	?	-5%	7%	3%	-40%[inhibitor]	0.0	0%	-5%	-2
CC(Sc1nnc(CC(=O)Nc2ccccc2F)n1C)C(=O)Nc1nccs1 (stereo not drawn)	-10%	5%[57.1 µM]	0%	-22%	-1%	-1.0	-17%	11%	-1
COc1ccc(S(=O)(=O)N2CCN(CC(=O)Nc3c(C)n[nH]c3C)CC2)cc1OC	15%	?	-10%	7%	-3%	0.4	9%	-6%	6
CCOC(=O)N1CCN(C(=O)CN(c2cccc(C)c2)S(=O)(=O)c2ccc(C)cc2)CC1	-13%	-1%	2%	40%	-10%	-1.3	-8%	-11%	.
CCOC(=O)N1CCC(NC(=O)C2CCC(Cn3c(=O)[nH]c4ccccc4c3=O)CC2)CC1 (stereo not drawn)	12%	10%	5%	33%	5%	0.7	-5%	-25%	1
Cc1ccc(C(=O)Nn2cnc3ccccc3c2=O)cc1C	-15%	-4%	11%	9%	-6%	2.8	-4%	-7%	3
COc1ccc2oc(=O)c(C(C)=O)cc2c1	1%	-8%	6%	-3%	-3%	-0.4	1%	-5%	.
COc1ccc(CCNC(=O)COC(=O)Cn2cnc3c2c(=O)n(C)c(=O)n3C)cc1	0%	11%	-4%	-48%	-1%	1.2	3%	14%	1
Cn1c2ccccc2c(=O)c2c(O)cccc21	6%	0%	3%	-4%	23%	0.1	-14%	-3%	2
COC(=O)C1=CN(Cc2ccc(OC)cc2)C=C(C(=O)OC)C1c1ccc(O)c(OC)c1	-15%	2%	10%	?	-3%	-0.5	-12%	-3%	0
O=[N+]([O-])c1ccc(Sc2cccc3cccnc23)c2cccnc12	-6%	4%	0%	0%	2%	-1.0	-16%	3%	2
Cc1ccc2c(c1)N(CCC(=O)NCCCN1CCCC1)C(=O)CO2	3%	12%	1%	2%	0%	1.4	-5%	-13%	2
COc1ccc(F)cc1-c1cc(NC(C)=O)c2ncc(-c3cccc(C(F)(F)F)c3)n2c1	?	-21%	-21%	?	?	-0.3	1%	8%	7
COc1cccc(N2CCN(C(=O)c3cc(-c4ccc(F)cc4)[nH]c3C)CC2)c1	-7%	-9%	3%	?	?	-5.4	4%	-18%	-3
C=CCN1CCN(c2ccncc2S(=O)(=O)N2CCCCC2)CC1	-2%	13%	6%	6%	-12%	2.8	-10%	4%	4
O=C(NNc1nc2ccc(F)cc2s1)c1cccc(F)c1	?	-1%	-1%	17%	?	0.3	-3%	-16%	1
CCOC(=O)c1ccc(N/C=C2/CCCC(C)C2=O)cc1 (stereo not drawn)	3%	-12%	7%	-9%	0%	0.7	-5%	-3%	6
O=C(Nc1ccc2c(c1)CN(Cc1ccccc1O)CC2)C1CCCO1 (stereo not drawn)	-17%	-13%	2%	-13%	0%	0.1	-5%	-23%	2
CCn1c(-c2nn(-c3ccc(C)cc3)ccc2=O)n[nH]c1=S	-6%	3%	-2%	3%	-12%	0.9	-8%	5%	?
CC(=O)c1ccc(NC(=O)Nc2ccc(S(=O)(=O)N3CCCC3)cc2)cc1	-4%	-18%	-4%	.	-1%	-3.9	2%	-9%	-9
COc1cc(S(=O)(=O)Nc2cccc3cn[nH]c23)c(OC)cc1Cl	10%	-6%	15%	10%	1%	-1.9	-21%	4%	2
CC(C)C[C@@H](CNCC(=O)[C@H](C)NC(=O)c1[nH]cnc1C(=O)N[C@@H](C)CN)NC(=O)c1nc[nH]c1C(=O)N[C@@H](C)C(=O)O	-15%	-4%	-12%	-16%	2%	0.0	-9%	13%	-3
COc1ccc(S(=O)(=O)NCc2ccco2)cc1-c1nnc2c3ccccc3c(C)nn12	-4%	2%	-3%	25%	9%	-2.2	-7%	7%	.
CCOc1ccc(NC(=O)CSc2nnc(-c3ccoc3C)n2CC2CCCO2)cc1 (stereo not drawn)	-4%	3%[57.1 µM]	-6%	18%	1%	-3.0	1%	4%	-2

Screens from PubChem.
